TEAD-YAP block – TEAD-YAP interaction inhibition; HEK-TIYL cells, TEAD-Gal4/YAP UAS-luciferase luminescence; inhibition, % at 9.12 µM; 640,000 compounds, 1.4% hits; AID 1259422; in the data active = inhibition above about 32%;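 note: 0% = median of test compound wells and 100% = reference inhibitor wells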
MITF primary – human MITF inhibition, primary screen; AlphaScreen MITF homodimerization, bead proximity signal; inhibition, % at 2.6 µM; 650,000 compounds, 0.91% hits; in the data active = inhibition above about 50%;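 note: 0% = vehicle wells with protein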
GPR151 ag – activates the human receptor GPR151; PathHunter beta-arrestin GPR151 cells, luminescence; activation, % at 11.2 µM; 650,000 compounds, 1% hits; AID 1508602; in the data active = activation above about 4.9%;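 note: 0% = median of compound wells and 100% = cells with positive control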
Target sequence (Q8TDV0 whole entry, looked up): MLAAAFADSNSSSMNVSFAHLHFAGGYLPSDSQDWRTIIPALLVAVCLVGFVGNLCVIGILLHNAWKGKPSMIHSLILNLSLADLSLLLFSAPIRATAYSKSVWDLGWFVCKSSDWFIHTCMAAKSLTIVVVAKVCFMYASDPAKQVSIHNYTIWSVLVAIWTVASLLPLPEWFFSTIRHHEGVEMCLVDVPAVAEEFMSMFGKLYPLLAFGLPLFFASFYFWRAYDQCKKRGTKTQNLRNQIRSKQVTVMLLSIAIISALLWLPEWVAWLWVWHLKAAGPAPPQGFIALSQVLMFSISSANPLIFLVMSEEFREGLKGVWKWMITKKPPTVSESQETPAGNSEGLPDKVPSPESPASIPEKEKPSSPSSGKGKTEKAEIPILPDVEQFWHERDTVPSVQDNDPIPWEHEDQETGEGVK
FBW7 activator – activators of human E3 ligase FBW7 | Q969H0 | AlphaScreen FBW7–phospho-cyclin E peptide binding, activator screen | normalized activity (activation), % at 26.1 µM | 650,000 compounds, 0.13% hits | AID 1259310; in the data active = normalized activity above about 1.9%;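 note: purified mutant Fbw7 with reduced substrate affinity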
Target sequence (Q969H0 whole entry, looked up): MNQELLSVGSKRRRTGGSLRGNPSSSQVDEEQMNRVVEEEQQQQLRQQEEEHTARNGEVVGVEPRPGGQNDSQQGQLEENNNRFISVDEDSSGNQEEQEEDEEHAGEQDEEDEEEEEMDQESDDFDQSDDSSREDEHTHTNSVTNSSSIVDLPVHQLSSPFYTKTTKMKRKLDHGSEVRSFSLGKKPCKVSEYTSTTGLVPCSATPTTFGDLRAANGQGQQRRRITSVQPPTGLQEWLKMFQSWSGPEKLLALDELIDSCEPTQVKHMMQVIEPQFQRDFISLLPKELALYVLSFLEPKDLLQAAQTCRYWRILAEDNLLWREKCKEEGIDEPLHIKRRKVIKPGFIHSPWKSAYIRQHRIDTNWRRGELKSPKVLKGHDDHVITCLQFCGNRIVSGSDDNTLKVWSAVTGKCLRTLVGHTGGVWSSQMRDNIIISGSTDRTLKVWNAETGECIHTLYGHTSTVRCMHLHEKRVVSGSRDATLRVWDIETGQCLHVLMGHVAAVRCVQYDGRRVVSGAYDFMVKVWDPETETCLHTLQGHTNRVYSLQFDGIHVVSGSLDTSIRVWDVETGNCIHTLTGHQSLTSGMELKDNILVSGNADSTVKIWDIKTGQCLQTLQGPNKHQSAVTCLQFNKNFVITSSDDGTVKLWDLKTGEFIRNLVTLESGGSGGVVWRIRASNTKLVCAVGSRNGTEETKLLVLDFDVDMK
* = called active by the depositor; . = not tested or not shown; & = joins results of further samples. These rows are one share of the data; the hit share may differ from the screen's.

SMILES	TEAD-YAP block	MITF primary	GPR151 ag	FBW7 activator
O=C(Cn1c[n+]([N-][N+](=O)[O-])cn1)Nc1ccc(Br)cn1	6	4	0.1	0.0
Cn1c(SCCOC(N)=O)nnc1-c1cccc([N+](=O)[O-])c1	12	2	1.0	0.0
Cc1cc(OCC(=O)N(C)C)c2c3c(c(=O)oc2c1)CCC3	18	0	0.0	-0.1
CCOC(=O)c1c(N)n(CCCOC(=O)c2ccc(OC)cc2)c2nc3ccccc3nc12	13	0	-1.4	0.1
O=[N+]([O-])O[C@H]1CO[C@H]2[C@@H]1OC[C@H]2O[N+](=O)[O-]	7	1&-9	0.2&0.0	0.0&0.0
O=C1CSC(c2ccc([N+](=O)[O-])cc2)c2c(-c3ccccc3)nn(-c3ccccc3)c2N1 (stereo not drawn)	3	5	1.7	-0.2
NC[C@H](CC(=O)O)c1ccc(Cl)cc1	.	-3	2.5	0.0
CCC(C)N1CCN(Cc2ccc([N+](=O)[O-])cc2)CC1 (stereo not drawn)	-8	41	-1.5	0.3
CC1CCN(Cc2nc3ccc([N+](=O)[O-])cc3c(=O)n2-c2ccccc2F)CC1	2	5	1.2	0.1
NNC(=O)c1nonc1NCNc1nonc1C(=O)NN	1	-7	-0.3	0.1
OC1(c2cccnc2)CC2CCC(C1)N2Cc1nnnn1C1CCCC1 (stereo not drawn)	19	2	-0.6	0.0
CC1CSC(Nc2cccc(C(F)(F)F)c2)=N1 (stereo not drawn)	-34	-3	1.3	-0.1
CCCCOC(=O)C1=C(N)OC2=C(C(=O)CCC2)C12C(=O)N(C)c1ccccc12 (stereo not drawn)	4	-3	-0.7	-0.1
N#Cc1ccc(/C=N/NS(=O)(=O)c2ccc(Cl)c([N+](=O)[O-])c2)cc1	1	2	0.4	-0.1
COc1ccc(CNCCc2ccc3c(c2)OCO3)cc1C	-8	21	-1.0	0.0
C=CCN1C(=O)/C(=C\c2cc(Cl)c(O)c(OC)c2)C(=O)NC1=S	-2	-8	1.3	-0.1
O=C(c1ccccc1)c1cc(Cl)ccc1N1C(=O)C2C3CCC(C3)C2C1=O (stereo not drawn)	-2	-2	2.0	0.1
COc1ccc(-n2nnnc2C2(N3CCOCC3)CCCCC2)cc1	7	1	2.7	0.1
CCN(CC)Cc1c(O)ccc2c(=O)c(-c3ccccc3)coc12	-13	-4	1.0	0.0
Cc1ccccc1-n1c(=O)[nH]c2ccccc2c1=O	3	-2	1.6	0.0
CC(C)N1CCN(Cc2ccc([N+](=O)[O-])cc2)CC1	-6	67*	-0.2	-0.1
O=C1C(Cl)=C(Cl)C(=O)N1c1cccc(Cl)c1	-4	17	1.7	-0.3
Cc1cc(C)n2nc(SCC(=O)N3CCC4(CC3)OCCO4)nc2n1	-6	14	0.7	0.2
NC(=O)COc1c(F)cc(SCCNS(=O)(=O)c2ccccc2)cc1F	-7	-10	0.1	0.1
CCN1CCN(Cc2ccc(OC)cc2)CC1	-5	-7	0.3	-0.1
Nc1c(Br)cc(Br)cc1Br	3	1	1.2	0.0
COc1cccc(CN(CCN(C)C)C(=O)Cc2ccc(-c3cn[nH]c3)cc2)c1	2	-8	0.9	0.0
O=C(CN1C2CCC1CC(O)(c1ccco1)C2)Nc1ccc2[nH]c(=O)[nH]c2c1 (stereo not drawn)	-2	13	-1.0	0.2
O=[N+]([O-])c1cccc(-c2cn(-c3ccccc3)c3[n+]2CCCS3)c1	-1	0	-0.3	-0.1
OC1/C(=C/c2ccc(Cl)cc2Cl)N2CCC1CC2 (stereo not drawn)	-12	-3	-1.4	-0.2
CC(C)Nc1ccc([N+](=O)[O-])c2nonc12	-6	-3	-0.6	-0.4
OC[C@@H]1[C@@H](O)[C@H](O)[C@H]2[C@@H](O)CCN21	6	18	-0.7	0.1
CCN(CC)P1(=S)C(N(C)C)=Nc2ccccc21 (stereo not drawn)	-21	5	1.7	-0.1
Cc1cc(Cl)ccc1-n1c(/C=C/c2ccccc2)nc2ccccc2c1=O	12	-1	2.4	0.1
CC(C(=O)NC(=O)NC1CCCCC1)N1CC=C(c2ccccc2)CC1 (stereo not drawn)	3	4	1.1	0.0
CCN1CCN(Cc2ccc(OC)c(OC)c2)CC1	0	-5	0.2	0.1
Cc1ccc2c(c1)C1CN(C)CCC1N2C(=O)c1ccccc1 (stereo not drawn)	14	4	2.0	-0.1
Fc1ccc(F)c(CN2CCN(c3ccccc3)CC2)c1	-7	38	-0.7	-0.1
CC(C)c1nnc(NC(=O)C(Cl)(Cl)Cl)s1	2	3	-0.6	-0.1
O[C@H]1[C@H](O)[C@@H](O)CN2CC[C@H](O)[C@H]12	11	-9&8	1.3&0.4	0.0&0.1

Laid out differently: 4 of the compounds above.
mol,TEAD-YAP block,MITF primary,GPR151 ag,FBW7 activator
CC(C(=O)NC(=O)NC1CCCCC1)N1CC=C(c2ccccc2)CC1 (stereo not drawn),3,4,1.1,0.0
CCN1CCN(Cc2ccc(OC)c(OC)c2)CC1,0,-5,0.2,0.1
Cc1ccc2c(c1)C1CN(C)CCC1N2C(=O)c1ccccc1 (stereo not drawn),14,4,2.0,-0.1
Fc1ccc(F)c(CN2CCN(c3ccccc3)CC2)c1,-7,38,-0.7,-0.1

3 entries from above, as labelled records:
Cc1cc(Cl)ccc1-n1c(/C=C/c2ccccc2)nc2ccccc2c1=O
  TEAD-YAP block: 12
  MITF primary: -1
  GPR151 ag: 2.4
  FBW7 activator: 0.1
CC(C(=O)NC(=O)NC1CCCCC1)N1CC=C(c2ccccc2)CC1 (stereo not drawn)
  TEAD-YAP block: 3
  MITF primary: 4
  GPR151 ag: 1.1
  FBW7 activator: 0.0
CCN1CCN(Cc2ccc(OC)c(OC)c2)CC1
  TEAD-YAP block: 0
  MITF primary: -5
  GPR151 ag: 0.2
  FBW7 activator: 0.1

Continued:
SMILES	TEAD-YAP block	MITF primary	GPR151 ag	FBW7 activator
COc1cc2[nH]c(=O)n(-c3ccccc3)c(=O)c2cc1OC	1	16	0.0	-0.1
O=C(OCc1ccccc1)C1CN1CCO (stereo not drawn)	4	3	2.2	0.0
Cc1ccc(C2=CCN(CC(=O)Nc3nccs3)CC2)o1	1	14	0.2	0.0
COc1ccc(C2CC(=O)N(CC(N)=O)C2)cc1 (stereo not drawn)	7	4	-1.1	0.0
NC1=[N+](CC(=O)c2ccccc2)Cc2ccccc21	25	17	-10	0.0
N/C(=N\[N+](=O)[O-])N1CCN(C(=O)OC2CCCC2)CC1	-3	-24	1.2	0.0
C=CCO/N=C/c1c[nH]c2ccc(Br)cc12	-7	8	1.3	0.0
CN(N=O)c1ccc(O)c(O)c1	2	77*	1.2	-0.3
Cc1cccc(C)c1-n1c(C)nc2ccccc2c1=O	-2	15	-0.1	0.0
CCC(=O)N1C(C(=O)O)CSC12CCN(C)CC2 (stereo not drawn)	-3	0	1.7	-0.1

Continued, starting with the last 2 of the part before.
SMILES	TEAD-YAP block	MITF primary	GPR151 ag	FBW7 activator
Cc1cccc(C)c1-n1c(C)nc2ccccc2c1=O	-2	15	-0.1	0.0
CCC(=O)N1C(C(=O)O)CSC12CCN(C)CC2 (stereo not drawn)	-3	0	1.7	-0.1
CC(=O)c1c(C)n(Cc2ccco2)c2ccc(O)cc12	2	3	-0.1	0.7
O=C(c1ccc2nc3ccc(Cl)cc3c(=O)n2c1)N1CCC2(CC1)OCCO2	-9	-10	1.8	0.1
CCCC1=C(C(=O)OCC)C2(C(=O)N1)C(C(=O)OC(C)C)=C(N)Oc1ccccc12 (stereo not drawn)	14	14	-0.5	0.3
C=C(C)CN1CC[C@]23c4c5ccc(O)c4O[C@H]2c2[nH]c4ccccc4c2C[C@@]3(O)C1C5	.	-3	-1.7	-0.1
CC1(C)CSC(Nc2ccc(F)cc2)=N1	-22	-4	-1.5	0.0
CC1CN=C(Nc2ccc(OC(F)(F)F)cc2)S1 (stereo not drawn)	-14	10	0.8	0.7
O=C1CNC(c2ccccc2Cl)c2cc(Br)ccc2N1 (stereo not drawn)	-6	-4	0.9	0.0
Cn1c(SCCOC(N)=O)nnc1-c1ccccc1O	2	22	1.2	-0.2
Cc1c(C(=O)N2CCC3(CC2)OCCO3)sc2ncnc(N3CCc4ccccc4C3)c12	1	-1	1.8	0.0
CCOC(=O)c1nc2ccccc2c(=O)n1-c1cccc(Cl)c1C	2	16	-1.0	0.1

Sorted by number of heavy atoms (lowest first): some entries from above
SMILES	TEAD-YAP block	MITF primary	GPR151 ag	FBW7 activator
CC(=O)c1c(C)n(Cc2ccco2)c2ccc(O)cc12	2	3	-0.1	0.7
O=C(c1ccc2nc3ccc(Cl)cc3c(=O)n2c1)N1CCC2(CC1)OCCO2	-9	-10	1.8	0.1
Cc1c(C(=O)N2CCC3(CC2)OCCO3)sc2ncnc(N3CCc4ccccc4C3)c12	1	-1	1.8	0.0

(next part)
SMILES	TEAD-YAP block	MITF primary	GPR151 ag	FBW7 activator
COc1cc(C)cc2oc(=O)c3c(c12)CCCC3	10	12	1.8	0.1
COC(=O)CN1C(=O)CN=C(c2ccccc2)c2cc(Br)ccc21	2	-2	-0.4	-0.1
O=C(c1ccc(N2CCC(N3CC=C(c4ccccc4)CC3)CC2)cc1)N1CCCC(O)C1 (stereo not drawn)	-3	-8	-0.4	0.0
COc1ccc(C(=O)Nc2ccc(Cl)cc2C(=O)c2ccccc2Cl)c(OC)c1	-6	1	-0.7	-0.1
CC12CC[C@H](O)CC1=CC[C@@H]1[C@@H]2CCC2(C)[C@H]1CC[C@]2(C)O (stereo partly drawn)	-8	-10	-2.1	0.3
CN1CCCC1c1cccnc1N (stereo not drawn)	-1	5	2.5	0.0
C[C@@H]1C(=O)O[C@H]2[C@H]1CC[C@@]1(C)C=CC(=O)[C@@]3(C)O[C@@]213	6	7	-1.1	0.2
OC(CN1CC=C(c2ccccc2)CC1)c1ccccc1 (stereo not drawn)	-13	-6	-0.9	0.3
CCN(CC)C(C)C(=O)c1ccccc1 (stereo not drawn)	-3	-6&-4	-0.1&1.0	0.0&0.0
CCOc1cc(C2NCc3ccccc3-n3cccc32)ccc1O (stereo not drawn)	3	13	-1.2	-0.1
CC1(C)CN=C(Nc2ccc(F)c(F)c2)S1	-15	-6	-1.5	-0.1
CN(C)C(=O)Oc1ccc(Cl)c2ccccc12	0	5	0.2	0.0
O=[N+]([O-])c1ccc(CN2CCN(Cc3ccccc3)CC2)cc1	-3	57*	-0.8	-0.1
CC(C)C[C@@H]1NC(=O)[C@H]2CN(Cc3ccccn3)CCN2C1=O	-7	10	3.7	-0.1
C=CCN1C(=O)NC(=O)C(Cc2ccc(OC)c(OC)c2)C1=O (stereo not drawn)	-4	-12	-0.7	-0.2
CC1=CC(C)C(C2N3CCCN2CC3)C(C)C1 (stereo not drawn)	2	-3	-1.8	0.9
Cc1nnc(NC(=O)c2c(O)c3c(n(Cc4ccccc4)c2=O)CCCC3)s1	-7	-12	-0.6	0.0
COC(=O)C1C2c3ccccc3OC1(C)N=c1s/c(=C3/C(=O)Nc4ccccc43)c(=O)n12 (stereo not drawn)	3	22	-2.7	0.1
CCc1c(C)nc(N)nc1N1N=C1SC(C(C)=O)C(C)=O	-5	-2	-0.1	-0.1
CCOc1ccc(C(=O)Nc2ccc(Br)cc2C(=O)c2ccccc2)cc1	4	21	-1.0	0.3
N#CC1=C(N)Oc2c(c(=O)oc3ccccc23)C1c1cccc(I)c1 (stereo not drawn)	8	11	-0.3	0.3
CCN(CC)CC(=O)Nc1ccc(Cl)cc1C(=O)c1ccccc1	1	16	0.7	1.1
CCN1C(=O)C(=Cc2cccn2C)C(=O)N(CC)C1=S	-9	32	-0.9	0.0
CCC(C)(C)n1nnnc1CN1CCC(n2c(C)nc3cc(F)ccc32)CC1	11	3	-1.2	-0.3
CCOC(=O)C1C(=O)NC2(C)CC1c1ccccc1O2 (stereo not drawn)	2	-3	2.6	0.0
CC(C)CN1CCN(Cc2cc3c(cc2Cl)OCO3)CC1CCO (stereo not drawn)	10	6	1.1	0.1
N=C1c2ccccc2CN1Cc1ccccc1	1	8	0.0	-0.1
COc1ccc(N2C(=O)CC(=O)NC2=O)cc1	-7	0	-0.7	-0.1
CC(=O)C(C)Oc1cc(C)cc2oc(=O)c3c(c12)CCCC3 (stereo not drawn)	15	5	22*	0.1
Cc1ccc(-n2c(/C=C\c3ccccc3F)nc3ccccc3c2=O)cc1Cl	9	2	-1.0	-0.1
CC1(C)N([O])C(c2ccc(C(=O)O)cc2)=[N+]([O-])C1(C)C	.	12	1.5	0.1
CC(=O)c1c(C)n(CCC2=CCCCC2)c2ccc(O)cc12	-6	-7	-0.9	0.1
Nc1ccc([As](=O)(O)O)cc1	-10	-10	0.5	0.5
CCN1CCN(Cc2cc(Br)c(OC)cc2OC)CC1	3	40	3.0	-0.1
O=[N+]([O-])c1ccc(O)c(CN2CCN(c3cccc(Cl)c3)CC2)c1	4	15	-0.1	0.0
COc1ccc(N2C(=O)/C(=C/c3ccc(N(C)C)o3)C(=O)NC2=S)cc1	-8	27	-0.6	0.3
CCN1CC2([N+](=O)[O-])CC=C(Cl)C([N+](=O)[O-])(C1)C2 (stereo not drawn)	7	0	0.3	-0.2
CNCC(O)c1ccc(O)cc1 (stereo not drawn)	3&2&-3	4&5&7&5	-0.4&2.3&1.2&0.6	-0.1&-0.1&-0.1&0.7
CCCCCCC1C(=O)NC(=S)NC1=O	3	0	0.1	0.1
CCOC(=O)C1C2NC(=S)N(CC)C1(C)Oc1ccc(OC)cc12 (stereo not drawn)	-4	-4	0.3	-0.4
Cc1ccc2nc(NC(=O)c3cccn(Cc4ccccc4Cl)c3=O)sc2c1	-4	0	-1.2	0.0
O=c1cccc2n1CC1CC2CN(c2ncnc3[nH]ncc23)C1 (stereo not drawn)	3	-3	1.8	0.1
COc1cc(CNCCc2ccccc2)ccc1O	0	-7	0.8	0.0
COCCOC(=O)C1=C(COC)OC(N)=C(C(=O)OC)C12C(=O)Nc1ccccc12 (stereo not drawn)	-9	8	-0.2	0.3

Compound activity deposited in PubChem BioAssay by The Scripps Research Institute Molecular Screening Center.
